SRC3 TRFRET art: TR-FRET detection interference compounds, artefact control for PPARgamma SRC-3 recruitment agonists, biochemical, TR-FRET ratio. TR-FRET artefact counter-screen, PPARgamma/SRC-3 format; stronger effect = higher value. 0.39% of 99,000 active. AID 1048, 2008. TR-FRET ratio at 8 µM; in the data active means TR-FRET ratio above about 2000; further: inactives centre near 1600
SRC1 TRFRET art: TR-FRET detection interference compounds, primary screen, artefact control for PPARgamma SRC-1 recruitment agonists, biochemical, TR-FRET emission ratio; AID 1051, 2008; TR-FRET ratio at 8 µM; 0.34% of 99,000 active; TR-FRET detection artefact counter-screen; stronger effect = higher value; in the data active means TR-FRET ratio above about 2300; further: inactives centre near 1800
The depositor's hits bear a star. Not all compounds are listed; rates above refer to the full screens.

SMILES	SRC3 TRFRET art	SRC1 TRFRET art
Nc1c(C(=O)NCCc2ccc(Cl)cc2)sc2ccc(S(=O)(=O)N3CCCCC3)cc12	1601	2070
CSc1cccc(CN2CCC(CO)(Cc3cccc(C(F)(F)F)c3)CC2)c1	1496	1604
CNC(=O)CSc1nc(-c2ccccc2)c(-c2ccccc2)o1	1736	1887
Cc1ccc(OCC(=O)OCC(=O)Nc2sccc2C(N)=O)cc1C	1476	1844
CCOC(=O)N1CCC(NC(=O)C2CCCN(S(=O)(=O)c3cccnc3)C2)CC1 (centres undefined)	1562	1673
CCn1cc(C(=O)NC(=S)Nc2sc3c(c2C(=O)OC)CCCCCC3)cn1	1485	1945
COCCNC(=O)CN(C)S(=O)(=O)c1ccc(Br)cc1	1714	2112
Cc1ccccc1NC(=O)c1sc(Cl)nc1C	1762	1511
O=C(NCc1ccncc1)C(=O)Nc1nc(C23CC4CC(CC(C4)C2)C3)cs1	1469	1773
COc1ccc(OC)c(NC(=O)CC(NC(C)=O)c2ccccc2)c1 (centres undefined)	1596	1665
Cc1ccc(NC(=S)NCCc2ccccc2)nc1	1470	1768
CC(=O)Nc1ccc(NC(=O)COc2ccc([N+](=O)[O-])cc2)cc1	1400	1418
O=C(c1cc(=O)[nH]c2ccccc12)N1CCN(c2cccc(C(F)(F)F)c2)CC1	1569	1730
O=C(CSc1cn(CCNC(=O)c2cccs2)c2ccccc12)NCC1CCCO1 (centres undefined)	1489	1849
Cc1ccc(C(=O)NCCCNc2ccccc2[N+](=O)[O-])cc1	1767	2001
CCSCc1nnc(SCC(=O)Nc2nc(C)cs2)n1C	1674	1626
OC1(c2cccc(C(F)(F)F)c2)CCN(Cc2nnnn2Cc2ccccc2)CC1	1353	1916
CCC(=O)Nc1ccc(Br)cn1	1780	1941
O=C(NN1CCOCC1)c1cc(-c2ccc(Br)cc2)nc2ccccc12	1449	1855
CCOC(=O)Cc1nc2nc(C)cc(C)n2n1	1479	1804
COc1ccc(N=C2NC(=O)C(CC(=O)NCCc3ccc(OC)c(OC)c3)S2)cc1 (centres undefined)	1358	1440
Cc1ccc(C)c(Cn2c(O)c(N=NC(=S)Nc3ccccc3F)c3ccccc32)c1	1662	1868
CN(C(=O)CSc1nc(N)c2c3c(sc2n1)CSC(C)(C)C3)c1ccccc1	1540	1684
COc1cccc(NC(=O)Cc2c(O)c3ccccc3[nH]c2=O)c1	1703	1990
NC(=S)NNc1ccnc2cc(Cl)ccc12	1555	1900
COc1cccc2cc(C(=O)OC3CCN(C)CC3)c(=O)oc12	1459	1850
COCCNC(=O)Cn1cc(C(=O)c2ccco2)c2ccccc21	1384	1905
O=C(NC1CCCCC1)c1ccc(S(=O)(=O)c2ccccc2)cc1	1622	1988
O=C(c1cc(N2C(=O)C3C4CCC(C4)C3C2=O)ccc1Cl)N1CCN(c2ccc(F)cc2)CC1 (centres undefined)	1356	1448
O=C(Cc1c[nH]c2ccccc12)NCc1ccc(Cl)cc1Cl	1518	1744
COC(=O)c1ccc(C)c(NC(=O)c2ccc(Cn3cc([N+](=O)[O-])cn3)o2)c1	1450	1807
COc1ccc(/C=C\C(=O)NCc2ccc3c(c2)cc(C)n3C)cc1OC	2112*	1954
COC(=O)[C@@H]1CCCN1Cc1c(C(=O)N2CCOCC2)nc2c(C)cccn12	1430	1537
Cc1ccc(NC(=S)N2CCC(c3ccc(C)cc3)C2)cc1 (centres undefined)	1365	1698
O=C1CC(C(=O)Nc2ccc(Cl)cc2[N+](=O)[O-])C2(CCCCC2)O1 (centres undefined)	1697	1746
O=c1[nH]c(CSc2ccccn2)nc2ccccc12	1605	1901
CCOC(=O)c1c(NC(=O)C2C3C=CC(C3)C2C(=O)O)sc2c1CCCC2 (centres undefined)	1409	1745
CN(C)C=NC(=O)c1cccn1-c1ncc(C(F)(F)F)cc1Cl	1615	1800
COC(=O)c1ccccc1NC(=O)NC1CC1	1530	1763
COc1cc(-c2cc(C(=O)Nc3ccccc3N3CCOCC3)c3ccccc3n2)cc(OC)c1OC	1530	1722
NCCc1nc(-c2ccccc2)cs1	1735	1813
Cc1cc(=O)[nH]c(N/N=C/c2ccc(Br)s2)n1	1749	1672
CCCCCCNS(=O)(=O)c1nc2nc(C)cc(C)n2n1	1450	1566
Cc1ccnc(NC(=O)CCC(=O)N(CC(=O)NC(C)(C)C)c2ccc(F)c(Cl)c2)c1	1768	1633
Clc1ccc2nc(-c3ccccn3)c(Nc3ccc4c(c3)OCO4)n2c1	1399	1816
COCCCNC(=O)C(=O)C1C(=O)Nc2ccccc21 (centres undefined)	1640	2065
COc1ccc(OCC(=O)NC(CC(=O)O)c2ccc(OC)c(OC)c2)cc1 (centres undefined)	1406	1800
CCn1c(C)nc2cc(C(=O)NNC(=S)NC(=O)c3ccc(OC)cc3)ccc21	1631	1881
Cc1ccc(NC(=O)CNc2ccc(Cl)cc2F)cc1	1561	1831
O=C1C=C(NCc2ccc3c(c2)OCO3)CC(c2ccccc2)C1 (centres undefined)	1452	1949

More results follow.
SMILES	SRC3 TRFRET art	SRC1 TRFRET art
Cc1ccc2oc(-c3ccc(C)c(NC(=S)NC(=O)c4cccs4)c3)nc2c1	1609	1551
CCN(CC(=O)NCc1ccc(Cl)cc1)CC(=O)Nc1ccc(C(N)=O)cc1	1762	1977
COc1ccc(CCc2nnc(CCC(=O)NCc3ccc4ncccc4c3)o2)cc1	1366	1481
COc1ccccc1CNC(=O)c1cccc(-c2ccc(C)c3ccccc23)n1	1597	1820
O=C(c1cc(-c2ccco2)on1)N1CCN(c2ccccc2)CC1	1462	1819
NC(=O)N/N=C/c1ccc(-c2cccc(C(F)(F)F)c2)o1	1341	1778
CCC(=NCCc1ccc(OC)c(OC)c1)C1=C(O)CC(C)(C)CC1=O	1464	1560
C=CCOC(=O)C(C#N)c1nc2ccccc2nc1N1CCN(c2ccccc2OC)CC1 (centres undefined)	1602	2065
Cc1nc(N)sc1C(=O)N/N=C/c1ccco1	1773	2129
CC1(NC(=O)C2CCCCC2)CCS(=O)(=O)C1 (centres undefined)	1688	2132
Cc1oc(-c2ccccc2Cl)nc1CN1CCCC1c1ccc(F)cc1 (centres undefined)	1562	1773
NS(=O)(=O)c1ccc(N2CCCC2=O)c([N+](=O)[O-])c1	1577	1694
CC(OC(=O)c1ccc2ncsc2c1)C(=O)Nc1ncc(Cl)cc1Cl (centres undefined)	1621	1833
CCc1nnc(NC(=O)CSc2nc3c(c(=O)n2-c2ccccc2OC)SCC3)s1	1500	1509
Cc1ccc(C(=O)NCC(=O)O)cc1S(=O)(=O)N1CCCCC1	1571	1787
O=C(Nc1cccc(-c2nc3ccccc3s2)c1)c1cc(=O)c2ccccc2o1	1466	1604
COc1ccc2c(c1)O[C@@H](c1cccc(C(F)(F)F)c1)[C@H](O)C2=O	1513	1616
CCOC(=O)C1(Cc2ccccc2)CCN(Cc2ccc(C)s2)CC1	1349	1566
COc1cc(C(=O)Nc2ccc(NC(C)=O)cc2)ccc1OCc1ccccc1	1593	2092
Cc1ccc(C(=O)N2CCN=C2SCc2ccc([N+](=O)[O-])cc2)cc1	1185	1859
CSc1nnc(C)c(=O)n1COC(=O)c1ccc([N+](=O)[O-])cc1	1614	1791
COc1ccc(NC(=O)/C=N/O)cc1	1712	1884
CNC(=O)c1ccsc1NC(=O)c1coc2ccccc2c1=O	1390	1909
Cc1nc2cccc(C(=O)Oc3ccc([N+](=O)[O-])cc3)c2o1	1560	1700
O=C(O)CCCNC(=O)c1cccc(C(=O)NCCCC(=O)O)n1	1399	1589
CN(C(=O)COC(=O)c1cc(S(=O)(=O)N2CCOCC2)c(Cl)cc1Cl)C1CCS(=O)(=O)C1 (centres undefined)	1520	1551
CN1C(N)=NC(=O)/C1=C/c1ccc(OC(F)(F)F)cc1	1510	1708
O=C(CSc1nnc(CNC(=O)C23CC4CC(CC(C4)C2)C3)n1-c1ccccc1)Nc1ccc(F)cc1	1532	1983
CC1CC(C)CN(CCOCCSc2ccccc2)C1 (centres undefined)	1416	1868
CC(/C=N/NC(=O)Cc1cccs1)=C\c1ccccc1	1785	1903
COc1ccc(CCn2c(C)c(C(C)=O)c(C(C)=O)c2C)cc1OC	1604	1652
O=C(/C=C/c1cn(-c2ccccc2)nc1-c1ccc2c(c1)OCCO2)NCCCN1CCOCC1	1383	1886
O=C1/C(=C/c2ccc(O)cc2)SC(=S)N1Cc1cccnc1	1588	1962
CC12C(=O)N(NC(=O)c3ccncc3)C(=O)C1C1C=CC2C1 (centres undefined)	1607	1763
Cc1nc(NCC2CCCO2)c2nnn(Cc3c(F)cccc3Cl)c2n1 (centres undefined)	1749	1798
O=C(Nc1ccc(Cl)cc1)C1c2cccc[n+]2CC(=O)N1Cc1ccc2c(c1)OCO2 (centres undefined)	1607	1670
CCCCNc1nc(N)nc(-c2cc(Cl)ccc2O)n1	1818	1867
NC(N)=NC1=NC(=O)C(Cc2ccccc2)S1 (centres undefined)	1708	1791
CCCCC(=O)OCc1nc2ccccc2s1	1566	1874
COc1cc(C(=O)NC2CC3CCCC(C2)N3C2CC2)cc(OC)c1OC (centres undefined)	1695	1733
Cc1cc(C)n(-c2cccc(CN3CCC(CO)(Cc4ccccc4)CC3)c2)n1	1692	1683
CCc1ccc2c(c1)cc(CN(Cc1ccco1)C(C)=O)c1nnnn12	1435	1473
Cc1sc2nc(CN3CCCC3)nc(N3CCN(C(=O)c4ccco4)CC3)c2c1C	1643	1839
CC(=O)C1=C(O)C(=O)N(CCc2c[nH]c3ccccc23)C1c1ccccc1 (centres undefined)	1781	1932
CCOc1ccc(NC(=O)CSc2nc(C3CC3)nc3ccccc23)cc1	1595	1804
O=C(/C=C/c1ccccc1)c1ccccc1O	1588	1646
O=C(N[C@@H](Cc1ccccc1)C(=O)O)c1ccc(C(F)(F)F)cc1	1538	1669
Cc1cc(F)c(F)c(C(=O)N2CCC(C)CC2)c1Cl	1672	2032
Cc1ccc(NC(=S)NCCSc2ccc(Cl)cc2)c(C)c1	1569	1804
COc1cc2[nH]c(=S)nc(NCCc3ccc(C)cc3)c2cc1OC	2231*	2432*

(further entries)
SMILES	SRC3 TRFRET art	SRC1 TRFRET art
CN(C)C(=S)SCC(=O)Nc1ccc(Cl)cc1Cl	1440	1805
Cc1cc(C)nc(N/N=C/c2ccccc2OCc2cccc(Br)c2)n1	1739	1754
O=C(CC(C(=O)O)c1c[nH]c2ccccc12)c1ccccc1 (centres undefined)	1558	1664
O=C(Nc1nc(-c2ccc([N+](=O)[O-])cc2)cs1)c1c(F)cccc1F	1750	1662
CCOc1ccc(/C=N/OCC(=O)NC(c2ccccc2)c2ccccc2)cc1	1763	1702
CCCCOc1ccc(C(C)(O)CCN2CCOCC2)cc1 (centres undefined)	1428	1769
O=C(Nc1ccc(Cl)c(Cl)c1)c1ccc(Cn2c(=O)[nH]c3ccsc3c2=O)cc1	1455	1714
CCCOc1nc2ccccc2cc1/C=C/C(=O)O	1552	1781
c1ccc2c(c1)OCC(CNc1ncnc3nc[nH]c13)O2 (centres undefined)	1436	1625
CCOC(=O)C(=NCCOC)NNc1cc(Cl)ccc1Cl	1388	1827

Arranged by molecular weight (rising): part of the list above
SMILES	SRC3 TRFRET art	SRC1 TRFRET art
O=C(/C=C/c1ccccc1)c1ccccc1O	1588	1646
CCCOc1nc2ccccc2cc1/C=C/C(=O)O	1552	1781
c1ccc2c(c1)OCC(CNc1ncnc3nc[nH]c13)O2 (centres undefined)	1436	1625
Cc1cc(F)c(F)c(C(=O)N2CCC(C)CC2)c1Cl	1672	2032
O=C(CC(C(=O)O)c1c[nH]c2ccccc12)c1ccccc1 (centres undefined)	1558	1664
CCCCOc1ccc(C(C)(O)CCN2CCOCC2)cc1 (centres undefined)	1428	1769
CN(C)C(=S)SCC(=O)Nc1ccc(Cl)cc1Cl	1440	1805
CCOC(=O)C(=NCCOC)NNc1cc(Cl)ccc1Cl	1388	1827
O=C(N[C@@H](Cc1ccccc1)C(=O)O)c1ccc(C(F)(F)F)cc1	1538	1669
CCc1ccc2c(c1)cc(CN(Cc1ccco1)C(C)=O)c1nnnn12	1435	1473
Cc1ccc(NC(=S)NCCSc2ccc(Cl)cc2)c(C)c1	1569	1804
O=C(Nc1nc(-c2ccc([N+](=O)[O-])cc2)cs1)c1c(F)cccc1F	1750	1662
CCOc1ccc(NC(=O)CSc2nc(C3CC3)nc3ccccc23)cc1	1595	1804
CCOc1ccc(/C=N/OCC(=O)NC(c2ccccc2)c2ccccc2)cc1	1763	1702
Cc1sc2nc(CN3CCCC3)nc(N3CCN(C(=O)c4ccco4)CC3)c2c1C	1643	1839
O=C(Nc1ccc(Cl)c(Cl)c1)c1ccc(Cn2c(=O)[nH]c3ccsc3c2=O)cc1	1455	1714

Remaining list, next part.
SMILES	SRC3 TRFRET art	SRC1 TRFRET art
CC(=O)c1c(C)[nH]c(C(=O)OCC(=O)Nc2cc(S(=O)(=O)N3CCCC3)ccc2Cl)c1C	1576	1926
Cc1ccc(NC(=O)CSc2nnc(/N=C/N(C)C)s2)cc1	1809	1946
COc1ccc(CNC(=O)C2(c3ccc(Cl)cc3)CC2)cc1	1345	1574
COc1ccccc1N1CCN(C(=O)c2nn(-c3ccccc3OC)c(=O)c3ccccc23)CC1	1802	1785
C#CCNC(=O)C1=C[C@H](C2CCCCC2)C[C@H](OCCCCO)O1	1613	1648
Cc1ccc(C(=O)OCCc2sc[n+](Cc3ccccc3)c2C)cc1	1694	2004
CN(Cc1cnccn1)C(=O)CC1C(=O)NCCN1CC(c1ccccc1)c1ccccc1 (centres undefined)	1611	2271
O=C(NC1(C(F)(F)F)N=C2SCCN2C1=O)c1cccnc1 (centres undefined)	1676	1768
COC(=O)c1sc2nc(C)nc(SCC(=O)N3CCC(C(=O)O)CC3)c2c1C	1782	2120
Cn1c(SCC(=O)NCc2ccc3c(c2)OCO3)nnc1-c1cccs1	1600	1963
COc1ccc(-c2csc(NC(=O)COC(=O)Cc3ccc(Cl)cc3Cl)n2)cc1	1427	1783
CCOC(=O)N1CCC(N2CCN(Cc3ccc(C)o3)C(CCO)C2)CC1 (centres undefined)	1513	1858

Bioassay records from PubChem.
